Screening data deposited in PubChem by Broad Institute.
GSK3 alpha inh: human GSK-3 alpha kinase inhibition; P49840; ADP-Glo luminescence, 60 min; inhibition, % at 10 µM; actives 0.1% (n = 320,000); AID 2650;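 in the data active = inhibition above about 50%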;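 note: GST-tagged GSK-3 alpha with peptide substrate and 25 µM ATP; 0% = DMSO neutral wells and 100% = GW8510 positive control wells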
Target sequence (P49840 whole entry, looked up): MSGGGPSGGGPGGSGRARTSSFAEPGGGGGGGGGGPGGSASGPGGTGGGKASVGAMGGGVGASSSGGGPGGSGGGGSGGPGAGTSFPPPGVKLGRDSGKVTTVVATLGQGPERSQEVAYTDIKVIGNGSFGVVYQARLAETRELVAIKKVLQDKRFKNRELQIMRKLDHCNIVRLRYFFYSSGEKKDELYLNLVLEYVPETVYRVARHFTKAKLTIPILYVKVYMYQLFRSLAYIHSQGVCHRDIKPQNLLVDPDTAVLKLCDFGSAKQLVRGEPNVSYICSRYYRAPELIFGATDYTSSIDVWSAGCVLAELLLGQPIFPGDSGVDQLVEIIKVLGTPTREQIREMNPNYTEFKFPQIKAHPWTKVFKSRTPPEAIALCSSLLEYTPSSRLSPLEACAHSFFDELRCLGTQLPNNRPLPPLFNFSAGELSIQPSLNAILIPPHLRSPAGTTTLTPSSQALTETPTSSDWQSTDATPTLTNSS
* marks the source's active call; other numbers are inactive results. Only part of the results is shown. The share of hits here may be higher or lower than overall.

Structure | GSK3 alpha inh
Cn1c(-c2ccc(F)c(F)c2)cc2onc(-c3ccccc3)c2c1=O | -2
O=C(c1ccc2c(c1)OCCO2)N1CCN(Cc2c(F)cccc2Cl)CC1 | -3
CC1CCCC(C)N1C(=O)COC(=O)c1cccnc1Cl (stereo not drawn) | -2
CCc1cccc(CC)c1-n1c(SCC(=O)N2CCCc3ccccc32)nc(O)cc1=O | -7
O=C1NC[C@H](c2ccccc2)OC(=O)[C@H](Cc2ccc(F)cc2)CC/C=C/C[C@H]1CC(=O)N(CCO)Cc1ccccc1 | 0
O=C(OCC(=O)N1CCCc2ccccc21)c1ccccc1OC(F)F | 0
CC(C)CCN(C(=O)c1cc(=O)[nH]c2ccccc12)c1c(N)n(Cc2ccccc2)c(=O)[nH]c1=O | 2
CC(C)c1ccc(CN2CCN(C(=O)CSc3nnnn3C3CC3)CC2)cc1 | 1
CC(C(=O)Nc1nc(-c2ccc(F)cc2)cs1)N1C(=O)C2CC=CCC2C1=O (stereo not drawn) | -5
CCC(CO)Oc1cc(NC(=O)c2ccc(Cl)cc2)c2ncn(C(C)C)c2c1 (stereo not drawn) | 0

Structure | GSK3 alpha inh
Cc1ccc(C)c(C(=O)COC(=O)c2ccc(C)c(S(=O)(=O)N3CCOCC3)c2)c1 | 17
NC(=O)c1ccc(NC(=O)COC(=O)CNC(=O)c2sc3ccccc3c2Cl)cc1 | -1
COc1ccc(CN(C)C(=O)CCc2ccc(S(=O)(=O)N3CCCCCC3)cc2)c(OC)c1 | 10
CC(C)OCC1CO1 (stereo not drawn) | -1
CC(C)Cn1c(CCC(N)=O)nnc1SC(C)C(=O)Nc1ccc2c(c1)OCO2 (stereo not drawn) | 1
CCC(CC)NC(=O)CSc1ccc(S(=O)(=O)N2CCOCC2)cn1 | 14
CC(C)c1ccc(NC(=O)CN2C(=O)NC3(CCCCCCC3)C2=O)cc1 | -1
O=C(COC(=O)c1cccnc1Cl)Nc1ccc(S(=O)(=O)N2CCOCC2)cc1 | -7
Cc1ccc(Nc2nnc(SCC(=O)NCC3CCCO3)s2)cc1C (stereo not drawn) | -1
CCOc1ccc(S(=O)(=O)NCCc2ccccn2)cc1 | -2

Structure | GSK3 alpha inh
c1cc(SC2CCCCC2)cc(-c2nc3cnccn3c2NC2CCCCC2)c1 | 2
COc1ccc(-c2oc(=O)c3cc(OC)c(OC)cc3c2C#C[C@]2(O)CC[C@H]3[C@@H]4CCc5cc(OC)ccc5[C@H]4CC[C@@]32C)cc1 | 0
Cc1cccc(OCCC(=O)Nc2ccc(C)c(S(=O)(=O)N3CCOCC3)c2)c1 | -5
CN(C)S(=O)(=O)c1ccc(NC(=O)CSc2nnc(-c3ccco3)n2N)cc1 | -1
CC(=O)Nc1ccc(S(=O)(=O)N(C)CC(=O)NCCOc2ccccc2)cc1 | 0
CCn1c(C)cc(C(=O)CSc2nnc(-c3ccco3)o2)c1C | 5
CCOC(=O)c1c(C)[nH]c(C(=O)COC(=O)c2cccnc2Cl)c1C | -3
COc1ccc(NC(=O)Cn2nc(C(=O)O)c3ccccc3c2=O)cc1S(=O)(=O)N1CCCCC1 | 3
Cc1nn(CC(=O)NCCC2=CCCCC2)c(C)c1S(=O)(=O)N(C)C | 1
C[C@H](CO)N1C[C@H](C)[C@@H](CN(C)CC2CCCCC2)Oc2ccc(NC(=O)CCN3CCOCC3)cc2C1=O | -2

Structure | GSK3 alpha inh
Cc1cccc(NC(=O)c2nc[nH]c2C(=O)NCCCCCCNC(=O)c2[nH]cnc2C(=O)Nc2cccc(C)c2)c1 | -2
Cc1ccsc1C(=O)OCC(=O)NCc1ccc(Cl)cc1 | 1
COc1ccc(Cl)cc1S(=O)(=O)N1CCN(C(=O)c2n[nH]c(=O)c3ccccc23)CC1 | -1
NC(=O)c1ccc(NC(=O)COC(=O)c2ccc3c(c2)OCO3)cc1 | 2
CC(C)(CO)Cc1cc(C(C)(C)C)c(O)c(C(C)(C)C)c1 | 0
COCCCNC(=O)CC1C[C@H](C(=O)N2CCCCC2)[C@@]2(C)c3[nH]c4ccccc4c3CCN2C1=O (stereo partly drawn) | -1
COc1cc(/C=C/C(=O)OCC(=O)NC2CCS(=O)(=O)C2)ccc1OC(F)F (stereo not drawn) | 1
Cc1cnc(C(=O)OCC(=O)N2CCC(C)CC2)cn1 | -3
CCc1cc2c(COC(=O)CCNS(=O)(=O)c3cccc(C(F)(F)F)c3)cc(=O)oc2cc1O | 2
C[C@H](CO)N1C[C@H](C)[C@@H](CN(C)S(=O)(=O)c2cn(C)cn2)Oc2ccc(NC(=O)C3CC3)cc2C1=O | -2

Structure | GSK3 alpha inh
CCN(CC(=O)Nc1ccc(OC)cc1)C(=O)c1ccc2ccccc2c1 | -3
O=C(COC(=O)CNC(=O)c1cccc(Br)c1)Nc1nnc(-c2ccccc2)o1 | -1
COC(=O)[C@@]12CCCCN1[C@H](c1ccc(-c3ccc(OC)cc3)c(OC)c1)[C@@H]1C(=O)N(C)C(=O)[C@@H]12 | -1
CC1(C2CC2)NC(=O)N(CC(=O)NCC(=O)Nc2ccc(F)c(F)c2F)C1=O (stereo not drawn) | -1
Cc1ccc(S(=O)(=O)N2CCN(C(=O)CSc3ncn[nH]3)CC2)cc1 | 0
NC(=O)c1ccc(NC(=O)COC(=O)CC2CC3CCC2C3)cc1 (stereo not drawn) | 5
Cc1ccc(S(=O)(=O)N2CCN(C(=O)c3ccccc3OCc3c(C)noc3C)CC2)cc1 | -3
CC(C)CC1(C)NC(=O)N(CC(=O)Nc2ccccc2Br)C1=O (stereo not drawn) | -2
CC(NC(=O)c1ccccc1Cl)C(=O)OCc1cn2cc(Cl)ccc2n1 (stereo not drawn) | -1
COCC(C)n1c(C)cc(C(=O)COC(=O)c2nn(C)c(=O)c3ccccc23)c1C (stereo not drawn) | -2

Structure | GSK3 alpha inh
CC1CCC2(CC1)NC(=O)N(NC(=O)CSc1nnc(NC3CC3)s1)C2=O (stereo not drawn) | 2
CCN(CC(=O)Nc1ccc(NC(C)=O)cc1)C(=O)C1CCCC1 | 2
Cc1nc(SCC(=O)NC2CCS(=O)(=O)C2)c2c3c(sc2n1)CCC3 (stereo not drawn) | 0
Cc1ccc(C2(c3ccccc3)NC(=O)N(CC(=O)NC3CCS(=O)(=O)C3)C2=O)cc1C (stereo not drawn) | -2
O=C(c1ccc(Cl)c(S(=O)(=O)N2CCCCCC2)c1)N1CCN(c2ccc(O)cc2)CC1 | 0
CN(C(=O)CSc1ncn[nH]1)C1(C#N)CCCCC1 | -2
O=C(COC(=O)c1ccccc1O)NCc1ccccc1Cl | -3
O=C1N[C@@H](c2ccccc2)COC(=O)[C@@H](Cc2ccc(F)cc2)C/C=C\C[C@@H]1CC(=O)N(CCO)Cc1ccccc1 | -3
COc1ccc(NC(=O)C2=NN(c3ccccc3)C(=O)CC2)cn1 | -4
C[C@H](CO)N1C[C@H](C)[C@@H](CN(C)C(=O)NC2CCCCC2)Oc2c(NS(=O)(=O)c3cn(C)cn3)cccc2C1=O | -2

Structure | GSK3 alpha inh
COc1ccc(C(=O)COC(=O)c2sc(C)nc2C)cc1Cl | -1
COc1ccc(-c2sc3ccccc3c2/C=C/c2ccc(N)cc2)cc1 | -2
CCOC(=O)[C@H]1[C@H]2COc3ccc(OC)cc3[C@@H]2N2C(=O)c3cc(C)ccc3NC(=O)[C@@]12C | -3
Cc1cc(C)c2c(=O)[nH]c(SCC(=O)Nc3cccc(S(=O)(=O)N(C)C)c3)nc2n1 | 2
CCCCCCCC/C=C\CCCCCCCC(=O)NCCO | -5
CCOc1ccccc1N1CC(C(=O)N2CCN(Cc3ccc(C#N)cc3)CC2)CC1=O (stereo not drawn) | -2
COc1ccc(C(CNC(=O)C(C)Oc2ccc(Br)cc2)N2CCCCC2)cc1 (stereo not drawn) | 1
O=C(NCCCc1ccccc1)c1cccc(S(=O)(=O)N2CCOCC2)c1 | 1
Cc1nnc(SCC(=O)c2c(N)n(C3CC3)c(=O)[nH]c2=O)n1-c1ccccc1 | 3
COc1ccc(NC(=O)c2ccc(-c3ccc(-c4noc(C)n4)cc3C)cc2)cc1N1CCN(C)CC1 | 7

Structure | GSK3 alpha inh
CCCCN(C(=O)c1cnc(C)cn1)c1c(N)n(CCC)c(=O)[nH]c1=O | 0
COc1ccc(S(=O)(=O)N2CCOCC2)cc1NC(=O)CNC(=O)c1cccs1 | -2
COc1ccc(S(=O)(=O)N(C)C[C@H]2Oc3ccc(NC(=O)C4CC4)cc3C(=O)N([C@H](C)CO)C[C@@H]2C)cc1 | 0
CCOC(=O)[C@@H]1[C@H]2COc3ccccc3[C@@H]2N2C(=O)N(c3cccc(F)c3)C(=O)[C@@]12C | 0
CCOC(=O)C1=C(COC(=O)c2ccc([N+](=O)[O-])s2)NC(=O)NC1C (stereo not drawn) | 0
Cc1ccc(NC(=O)COC(=O)c2ccco2)cc1S(=O)(=O)N1CCOCC1 | -2
COc1ccc(N(C)S(=O)(=O)c2cccc(C(=O)Nc3nc(C)c(C(C)=O)s3)c2)cc1 | 16
CC1CCCC(NC(=O)COC(=O)c2cc(=O)[nH]c3ccccc23)C1C (stereo not drawn) | 1
Cc1cc(NC(=O)CSc2nnc(C(F)(F)F)n2C)no1 | -3
O=C(C1=COCCO1)N1CCN(S(=O)(=O)c2cccc(F)c2)CC1 | -4

Structure | GSK3 alpha inh
CCC1(c2ccccc2)ON(c2c(Br)cccc2Br)C1=O (stereo not drawn) | -1
Cc1ccc(C(=O)NCC(=O)OCC(=O)Nc2ccc(Cl)cn2)cc1 | 7
CCOc1ccc(OCCNC(=O)c2ccc3c(c2)nnn3CC)cc1 | 1
O=C(NC(=S)NC12CC3CC(CC(C3)C1)C2)c1ccc(F)cc1 | -3
COC(=O)c1ccc(CSc2ccc(S(=O)(=O)N3CCCCC3)cn2)cc1 | -2
O=C(Nc1ccc(Cl)c(S(=O)(=O)N2CCCC2)c1)c1cc(=O)[nH]c2ccccc12 | -7
Cc1cc(Cl)ccc1OCC(=O)NNC(=O)CCOc1ccccc1 | -4
Cc1ccc(C)c(NC(=O)c2ccc3c(=O)n4c(nc3c2)CCC4)c1 | -1
Cc1cc(C)cc(C(=O)N(Cc2ccco2)c2c(N)n(Cc3ccccc3)c(=O)[nH]c2=O)c1 | -1
CC1CC(=O)Nc2ccccc2N1C(=O)COc1ccc2cc(Br)ccc2c1 (stereo not drawn) | 0

For reference, some entries already given:
Structure | GSK3 alpha inh
Cc1cc(C)cc(C(=O)N(Cc2ccco2)c2c(N)n(Cc3ccccc3)c(=O)[nH]c2=O)c1 | -1
CC1CC(=O)Nc2ccccc2N1C(=O)COc1ccc2cc(Br)ccc2c1 (stereo not drawn) | 0

Further compounds follow.
Structure | GSK3 alpha inh
COc1ccccc1-n1cnnc1SCC(=O)NC1CCCCC1 | 1
COC(=O)c1c(-c2ccc(OC)cc2)sc2cc(OC)c(OC)cc12 | -2
O=C(CN1CCN(c2ccccc2F)CC1)NC(=O)NC1CCCCC1 | -6
CCOc1cc(N2CCOCC2)c(OCC)cc1NC(=O)COC(=O)c1ccc(Cl)cc1N | 2
COc1ccc(C(=O)NCC(=O)Nc2cccc(S(=O)(=O)N3CCCC3)c2)cc1 | -4
O=C(NNC(=O)c1ccccc1Cl)c1ccc2c(c1)OCCO2 | -1
Cc1ccccc1[C@@]1(C)ON(c2ccccc2C(F)(F)F)C1=O | 0
Oc1cccc2c(-c3nn[nH]n3)ccnc12 | 1
Cn1c(N)c(N2CCCCC2)c(=O)n(CC(=O)Nc2cccc(C#N)c2)c1=O | 2
COc1ccc(S(=O)(=O)Nc2cccc3c2O[C@H](CN(C)S(=O)(=O)c2cn(C)cn2)[C@@H](C)CN([C@H](C)CO)C3=O)cc1 | -2

Structure | GSK3 alpha inh
COc1cc(NS(=O)(=O)c2cc(C(=O)NCCc3ccccn3)ccc2OC)cc(OC)c1 | -2
COc1ccccc1-c1oc2ccccc2c1C#CC1(N)CCCCC1 | -2
Cc1noc(C)c1NC(=O)N(C)C[C@H]1Oc2ccc(NS(=O)(=O)c3c(C)noc3C)cc2C(=O)N([C@H](C)CO)C[C@@H]1C | -2
Cc1noc(C)c1C(=O)N1CCN(c2ccccc2O)CC1 | 1
COc1cc(OC)cc(C(=O)NNC(=O)c2ccc3c(c2)OCCO3)c1 | -6
CC(C)COc1ccc(C(=O)NNC(=O)CCC(=O)c2cccs2)cc1 | 0
CSc1ccc(C2=CC(=O)C[C@H](c3ccc4c(c3)OCO4)C2)cc1 | -1
O=C(OCC(=O)N1CCN(C(=O)c2ccco2)CC1)c1ccc(Cl)c(Cl)c1 | -1
C[C@H](NC(=O)c1nc[nH]c1C(=O)NC1CCNCC1)C(=O)OCc1ccccc1 | 28
COc1ccc(/C=C/C(=O)OCC(=O)NC2CCCC2)cc1OC | -2
CCOc1ccccc1NC(=O)C(c1ccccc1)N1CCN(C(=O)c2ccco2)CC1 (stereo not drawn) | 1
CC(Oc1ccc(C#N)cc1)C(=O)N1CC=C(c2ccccc2)CC1 (stereo not drawn) | -2

Structures listed so far that contain two or more sulfur atoms (eleven):
Structure | GSK3 alpha inh
CCC(CC)NC(=O)CSc1ccc(S(=O)(=O)N2CCOCC2)cn1 | 14
Cc1ccc(Nc2nnc(SCC(=O)NCC3CCCO3)s2)cc1C (stereo not drawn) | -1
CN(C)S(=O)(=O)c1ccc(NC(=O)CSc2nnc(-c3ccco3)n2N)cc1 | -1
Cc1ccc(S(=O)(=O)N2CCN(C(=O)CSc3ncn[nH]3)CC2)cc1 | 0
CC1CCC2(CC1)NC(=O)N(NC(=O)CSc1nnc(NC3CC3)s1)C2=O (stereo not drawn) | 2
Cc1nc(SCC(=O)NC2CCS(=O)(=O)C2)c2c3c(sc2n1)CCC3 (stereo not drawn) | 0
Cc1cc(C)c2c(=O)[nH]c(SCC(=O)Nc3cccc(S(=O)(=O)N(C)C)c3)nc2n1 | 2
COc1ccc(S(=O)(=O)N2CCOCC2)cc1NC(=O)CNC(=O)c1cccs1 | -2
COc1ccc(N(C)S(=O)(=O)c2cccc(C(=O)Nc3nc(C)c(C(C)=O)s3)c2)cc1 | 16
COC(=O)c1ccc(CSc2ccc(S(=O)(=O)N3CCCCC3)cn2)cc1 | -2
COc1ccc(S(=O)(=O)Nc2cccc3c2O[C@H](CN(C)S(=O)(=O)c2cn(C)cn2)[C@@H](C)CN([C@H](C)CO)C3=O)cc1 | -2
